# From PubChem BioAssay
# Rab7 wt modul = modulators of GTP binding to dog Rab7 wildtype GTPase | 0.055% of 190,000 active | GST-Rab7 beads, fluorescent GTP binding, flow cytometry; actives lie on both sides; untreated = 100%, excess cold GTP = 0% | AID 758 | GTP binding activity (percent of control), % at 10 µM;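 active means fluorescent GTP binding to Rab7 beads changed by at least 20 points from the 100% baseline, either direction, mostly lower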;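 further: median green fluorescence of bound Bodipy-FL-GTP per Rab7 bead population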
# ABCG2 inh = blocks JC-1 efflux by human ABCG2 transporter; IgMXP3 cells, flow cytometry; 0.1% of 190,000 active; Q9UNQ0; inhibition, % at 6.6 µM;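 active means inhibition above 80%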;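 further: 0% = DMSO and 100% = nicardipine control wells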
#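 Times: 10 min at 25 °C | Test system: Two drug-resistant human cell lines, ABCG2 and ABCB1 | Quantity: 3 million cells/mL final, two lines in 1:1 ratio | Signal: Flow cytometry, 530 nm JC-1 signal | Dosing: Compound at 6.6 µM | Controls: Nicardipine and DMSO wells | Reagent: JC-1 as fluorescent efflux pump substrate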
# Mcl1 Noxa PPI = Mcl-1/Noxa interaction inhibition; inhibition, % at 21.7 µM; TR-FRET Mcl-1/Noxa peptide binding, 2 h; 1.5% of 220,000 active; Q07820;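 active means compounds that cut the protein-peptide binding signal by more than 50% relative to plate controls in a single-dose test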;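 further: His-tagged Mcl-1 with rhodamine Noxa BH3 peptide and terbium anti-His antibody; 0% = Mcl-1 plus Noxa peptide wells and 100% = peptide-only wells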
# Target sequence (Q07820 whole entry, looked up): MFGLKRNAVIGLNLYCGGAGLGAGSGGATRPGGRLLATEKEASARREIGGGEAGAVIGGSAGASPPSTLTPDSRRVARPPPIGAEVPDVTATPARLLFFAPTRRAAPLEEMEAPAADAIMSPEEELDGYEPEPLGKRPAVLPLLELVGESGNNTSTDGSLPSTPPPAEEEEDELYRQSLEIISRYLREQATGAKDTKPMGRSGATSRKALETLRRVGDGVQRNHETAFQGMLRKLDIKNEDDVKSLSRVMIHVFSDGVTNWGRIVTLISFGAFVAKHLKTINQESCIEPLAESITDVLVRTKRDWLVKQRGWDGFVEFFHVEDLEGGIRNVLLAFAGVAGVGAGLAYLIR
# Rac1 mut GTP = alters GTP binding to activated mutant human Rac1; P63000; GST-Rac1 activated beads, fluorescent GTP binding, flow cytometry; actives lie on both sides; 100% means binding = to untreated wells; percent activity (GTP binding), % at 10 µM; 0.11% of 190,000 active;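 active means GTP binding at least 20 percentage points away from the 100% baseline, in either direction, so actives lie on both sides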
# ABCB1 inh = blocks JC-1 efflux by human ABCB1 transporter | P08183 | CCRF-Adr cells, flow cytometry | inhibition, % at 6.6 µM | 0.067% of 190,000 active | AID 1326; in the data active means inhibition above about 40%;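 further: 0% = vehicle and 100% = reference inhibitor; higher value means more JC-1 retained so stronger ABCB1 efflux block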
# Avidin fluor = compound fluoresces at 488/530 nm on avidin beads | compound fluorescence 488/530 nm, flow cytometry; hits give high values | fluorescence (KMESF) at 10 µM | 0.38% of 220,000 active | AID 1775; in the data active means fluorescence above about 47; further: inactives centre near 10
# Rac1 wt modul = modulators of human Rac1 wildtype GTP binding; P63000; GST-Rac1 beads, fluorescent GTP binding, flow cytometry; actives lie on both sides; 0 = cold GTP competed, 100 = untreated; GTP binding activity (% of control), % at 10 µM; 0.27% of 190,000 active; AID 757;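 active means GTP binding activity at least 20 points away from the 100% control level, either lower or higher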
# Cdc42 wt = modulators (inhibitors or activators) of GTP binding to human Cdc42 wildtype; GST-Cdc42 beads, Bodipy-GTP binding, flow cytometry; actives lie on both sides; 0.2% of 190,000 active; percent activity (GTP binding), % at 10 µM; AID 761;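 active means percent activity GTP binding at least 20 points away from the 100% baseline, either down as inhibitor or up as activator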;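 further: median bead fluorescence of bound Bodipy-FL-GTP at 100 nM; 0% = excess unlabeled GTP control and 100% = no compound control; below 100% means less GTP binding so inhibitor and above means activator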
# Target sequence (P60953 whole entry, looked up): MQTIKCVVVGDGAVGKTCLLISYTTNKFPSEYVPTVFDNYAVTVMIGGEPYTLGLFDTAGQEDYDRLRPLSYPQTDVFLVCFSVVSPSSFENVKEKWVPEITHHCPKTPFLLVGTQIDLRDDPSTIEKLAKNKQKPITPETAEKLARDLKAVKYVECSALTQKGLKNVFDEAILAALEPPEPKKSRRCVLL
# Pf gamet viab = P. falciparum stage V gametocyte viability inhibition; P. falciparum stage V gametocytes, ATP luminescence, 24 h; inhibition, % at 10.9 µM; 0.065% of 150,000 active;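 active means inhibition above the mean plus 3 SD of compounds within the control limits, set per campaign, cut at about 38% in these data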;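 further: 0% = DMSO wells and 100% = medium only without gametocytes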
# Rab2A wt mod = changes GTP binding to wildtype dog Rab2A, up or down; P61105; GST-Rab2 wt beads, Bodipy-GTP binding, flow cytometry; GTP binding activity, % at 10 µM; 0.19% of 190,000 active;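 active means GTP binding activity at least 20 points away from 100%, either lowered or raised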;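 further: 0% = beads with excess unlabeled GTP and 100% = no-compound control corrected for plate trend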
# HRas wt GTP bind = changes GTP binding to wildtype human HRas | P01112 | GST-Ras wt beads, Bodipy-FL-GTP binding, flow cytometry; actives lie on both sides | GTP binding activity, % at 10 µM | 0.14% of 190,000 active | AID 759;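 active means GTP binding activity at least 20% away from the 100% baseline, either lowered as inhibitor or raised as activator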;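 further: 0% = unlabeled GTP competition control and 100% = no-compound control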
# Target sequence (P01112 whole entry, looked up): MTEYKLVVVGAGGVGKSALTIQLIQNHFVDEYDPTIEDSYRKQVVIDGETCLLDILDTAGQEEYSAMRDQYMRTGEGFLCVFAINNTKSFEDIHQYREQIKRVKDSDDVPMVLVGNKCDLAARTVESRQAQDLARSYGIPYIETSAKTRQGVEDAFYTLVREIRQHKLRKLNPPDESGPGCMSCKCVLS
# Numbers without * were called inactive; . = not tested or not shown.
SMILES,Rab7 wt modul,ABCG2 inh,Mcl1 Noxa PPI,Rac1 mut GTP,ABCB1 inh,Avidin fluor,Rac1 wt modul,Cdc42 wt,Pf gamet viab,Rab2A wt mod,HRas wt GTP bind
N#Cc1nc(COc2ccc(Br)cc2)oc1N1CCCC1,100,1,1,96,0.4,36,95,99,-8,97,99
Cc1ccc(N(CC(=O)NCCc2ccccc2)S(=O)(=O)c2c(C)noc2C)cc1,100,2,-8,98,1.1,6,103,101,21,101,99
O=c1c2ccccc2nnn1CSc1nnnn1-c1ccccc1,95,0,-12,101,0.4,7,99,103,-6,102,102
O=C1c2ccccc2C2=Nc3ccccc3SC(c3cccc(F)c3)C12 (centres undefined),99,-4,10,97,0.9,5,100,99,20,100,100
Cc1sc2nc(SCC(=O)Nc3c(C)n(C)n(-c4ccccc4)c3=O)n(C)c(=O)c2c1C,96,-1,7,100,-0.5,6,98,100,.,100,99
O=C(c1cnc2n(c1=O)CCS2)N1CCN(c2ccccc2F)CC1,100,1,-10,103,0.3,7,108,105,.,102,103
CCNc1nc(C)c2cc(Br)c(=O)n(CC)c2n1,99,8,-6,94,0.7,7,90,87,14,98,93
COC(=O)CCCCCCCCCCN1CCCCC1,98,3,8,99,1.2,17,105,99,-4,98,100
O=C(Cc1csc(N2CCOCC2)n1)N/N=C/c1ccc(F)cc1,98,1,5,99,0.5,24,104,103,.,98,100
CCCS(=O)(=O)N1CCCC(C(=O)NCCCN2CCN(c3ccc(F)cc3)CC2)C1 (centres undefined),103,4,0,101,0.8,10,105,106,.,104,105
CCOC(=O)COc1ccc(S(=O)(=O)NCc2ccncc2)cc1,99,0,-6,102,-0.1,12,103,102,.,104,103
CCn1ncc(Br)c1C(=O)Nc1ccc(F)c([N+](=O)[O-])c1,91,1,11,103,-0.4,6,104,103,-36,101,97
Cc1cccc(NCN2C(=O)c3ccccc3C2=O)c1,100,0,8,97,-0.7,11,99,99,.,100,100
CCN(CC)S(=O)(=O)c1ccc(NC(=O)c2cccnc2Cl)c(NC(=O)c2cccnc2Cl)c1,91,3,4,95,-0.4,13,97,92,-4,94,94
COc1ccccc1CN1CCNC(=O)C1CC(=O)N(C)Cc1cnccn1 (centres undefined),104,2,1,97,0.9,10,102,100,0,99,99
O=C(N/N=C/c1ccccc1O)c1cccc(C(F)(F)F)c1,101,27,29,99,1.9,14,107,100,17,100,101
Cc1nc(NC(=O)CN(C)S(=O)(=O)c2ccc(Cl)cc2)sc1C,106,20,-1,102,2.3,16,110,104,.,108,106
COc1ccccc1C(=O)N1CCN=C1SCc1cccnc1,92,4,.,90,1.0,11,88,95,4,92,93
Cc1ccc(SCCC(=O)N2CCCC2)cc1,102,3,11,99,0.6,1,105,100,.,101,102
Cc1ccc(-n2c(C)cc(C(=O)CSc3nnc4ccccn34)c2C)cc1,100,17,-3,100,1.7,11,102,98,-8,101,100

# 2 records drawn at random from the list so far:
SMILES,Rab7 wt modul,ABCG2 inh,Mcl1 Noxa PPI,Rac1 mut GTP,ABCB1 inh,Avidin fluor,Rac1 wt modul,Cdc42 wt,Pf gamet viab,Rab2A wt mod,HRas wt GTP bind
O=C1c2ccccc2C2=Nc3ccccc3SC(c3cccc(F)c3)C12 (centres undefined),99,-4,10,97,0.9,5,100,99,20,100,100
Cc1ccc(-n2c(C)cc(C(=O)CSc3nnc4ccccn34)c2C)cc1,100,17,-3,100,1.7,11,102,98,-8,101,100

# Following part:
SMILES,Rab7 wt modul,ABCG2 inh,Mcl1 Noxa PPI,Rac1 mut GTP,ABCB1 inh,Avidin fluor,Rac1 wt modul,Cdc42 wt,Pf gamet viab,Rab2A wt mod,HRas wt GTP bind
CCCC(=O)NC(C)C(c1cccs1)N1CCN(c2ccccc2)CC1 (centres undefined),95,0,-7,95,0.1,20,100,97,.,95,97
CCc1ccc(C(=O)N2CCC(c3nc4ccccc4s3)CC2)cc1,96,0,-9,99,-0.2,8,100,102,.,103,104
Cc1nnc(NC(=O)CSc2nc3c(c(=O)n2CCc2ccccc2)SC(C)C3)s1 (centres undefined),103,3,-10,99,0.1,11,107,103,.,98,99
COc1ccc(-c2cc(C(=O)NCCc3ccccc3)no2)cc1OC,95,3,0,100,0.7,10,105,103,-14,100,98
N#Cc1cnn2c(-c3ccc(Cl)cc3Cl)ccnc12,95,-1,10,94,-0.5,6,96,93,15,95,93
O=Cc1ccc(OCC(=O)Nc2ccccc2C(F)(F)F)cc1,103,20,2,94,1.4,11,98,100,-19,100,98
O=C(N/N=C/c1ccccn1)c1ccc(Br)o1,94,2,-55,92,0.3,34,91,92,.,91,93
CCCCN(CC)S(=O)(=O)c1ccccc1,100,0,1,100,0.3,11,104,104,25,99,100
Cn1c(=O)c2c(SCC(=O)N3CCCc4ccccc43)nc(C3CC3)nc2n(C)c1=O,102,2,7,98,1.7,6,102,100,.,99,100
CC(=NCc1ccccc1)C1=C(O)COC1=O,100,-3,-8,96,-2.2,5,101,99,-8,97,99
N#Cc1c(NCCCO)nc(-c2ccccc2)c2c1CCCC2,109,3,-7,101,0.5,15,104,105,7,106,106
CC1CC2(CCCCC2)N2C(=O)C(=O)c3cccc1c32 (centres undefined),103,1,9,100,0.1,3,100,98,.,99,101
CC/C(Cc1ccccc1)=N/NC(=O)CCn1nnc2ccccc21,107,3,-12,98,-0.5,7,102,100,8,102,101
O=C1NC(c2ccccc2)=C(c2nc3ccccc3s2)C(c2ccc(F)cc2)N1 (centres undefined),103,10,0,100,2.3,26,102,102,11,103,102
CC1CCCC(C(=O)OCc2ccccc2)N1 (centres undefined),103,0,15,102,0.0,24,107,105,.,100,102
Cc1ccc(Cn2ccc(NC(=O)c3cc(-c4cccs4)on3)n2)cc1,105,3,-3,100,0.3,6,106,106,.,106,105
O=c1c2cc(N3CCOCC3)ccc2[nH]c(=S)n1CCN1CCCC1,101,27,28,96,9.0,11,99,98,17,98,98
C#CCn1c(=NC(=O)c2cc(Cl)sc2Cl)sc2cc(S(N)(=O)=O)ccc21,99,-1,-19,100,-0.7,1,99,99,5,96,96
COc1ccc(NC(=O)C(=O)NCCN2CCN(C(=O)c3cccs3)CC2)cc1,98,1,62*,93,0.6,23,102,102,.,99,98
CCCc1nc2ccc(NC(=O)c3ccco3)cc2c(=O)n1Cc1ccc(Cl)cc1,98,0,16,100,-0.2,4,103,99,.,98,99
CC(C)c1ccc(/C=C2\SC(N3CCCC3)=NC2=O)cc1,100,7,3,103,3.9,12,106,104,-13,100,101
COc1ccc(Cl)cc1NC(=O)CNc1ccc(F)cc1C,100,63,12,95,1.1,23,101,99,9,97,99
Cc1nn(-c2ccccc2[N+](=O)[O-])c(=O)c2ccccc12,96,3,2,98,1.1,6,101,98,.,97,97
COc1ccc(-c2nc3ccccc3n2OC(C)C(=O)O)cc1 (centres undefined),103,2,18,98,0.9,7,103,97,-3,97,97
CCOc1ccc(C(=O)Nc2c(C(N)=O)oc3ccccc23)cc1,98,2,13,95,0.1,24,94,100,9,98,94
CC(C)N(C(=O)NC(=O)Nc1ccc(S(=O)(=O)N2CCCC2)cc1)S(C)(=O)=O,90,0,7,99,0.5,10,96,99,6,98,99
CCN1C(=O)/C(=C/c2cccs2)N(C)C1=S,100,4,-5,101,0.3,8,100,103,-19,103,104
CC(=O)Oc1ccc(/C=N/NC(=O)CCSc2ccccc2)cc1,97,0,0,91,-0.2,6,93,90,25,91,91
O=C(Nc1ccccc1N1CCOCC1)c1cccc(F)c1,103,4,5,97,0.8,13,100,98,.,98,97
COc1ccc(C(=O)COC(=O)C(CCSC)NS(=O)(=O)c2ccc(Cl)cc2)cc1 (centres undefined),99,10,-1,99,1.4,3,102,98,.,100,99
CNS(=O)(=O)c1cccc(C(=O)OC2CCCCC2=O)c1 (centres undefined),105,4,17,99,2.5,15,104,105,17,104,102
Cc1ccnc(N/N=C/c2ccccc2)n1,95,0,16,100,-0.4,5,102,98,0,98,100
COc1ccc(C(=O)Nc2ccncc2)cc1OC,99,16,-16,96,1.4,33,101,97,10,97,98
Cc1cc(C)n(-c2nc3ccccc3nc2N2CCN(C(=O)c3ccccc3)CC2)n1,94,1,10,94,0.5,30,96,93,-3,93,94
CCn1c(=NC(=O)CN2C(=O)CCC2=O)sc2c(OC)ccc(OC)c21,100,2,-9,99,0.4,6,103,104,.,100,99
O=[N+]([O-])c1ccc2nnn(O)c2c1,96,7,37,98,1.4,6,100,98,2,93,96
COC(=O)c1ccc(NC(=O)CN(C)S(=O)(=O)c2ccc(OC)c(C)c2)cc1,102,9,4,98,1.6,8,107,103,5,100,102
COc1ccc2cnn(Cc3ccccc3)c(=O)c2c1OC,102,17,42,100,0.4,15,101,104,.,101,102
Cn1c(CNc2ccc(Cl)cc2)nnc1SCC#N,95,2,-1,96,0.7,7,101,102,-3,97,95

# 13 compounds out of the list, arranged by formula weight, falling:
SMILES,Rab7 wt modul,ABCG2 inh,Mcl1 Noxa PPI,Rac1 mut GTP,ABCB1 inh,Avidin fluor,Rac1 wt modul,Cdc42 wt,Pf gamet viab,Rab2A wt mod,HRas wt GTP bind
COc1ccc(C(=O)COC(=O)C(CCSC)NS(=O)(=O)c2ccc(Cl)cc2)cc1 (centres undefined),99,10,-1,99,1.4,3,102,98,.,100,99
CC(C)N(C(=O)NC(=O)Nc1ccc(S(=O)(=O)N2CCCC2)cc1)S(C)(=O)=O,90,0,7,99,0.5,10,96,99,6,98,99
Cc1cc(C)n(-c2nc3ccccc3nc2N2CCN(C(=O)c3ccccc3)CC2)n1,94,1,10,94,0.5,30,96,93,-3,93,94
CCn1c(=NC(=O)CN2C(=O)CCC2=O)sc2c(OC)ccc(OC)c21,100,2,-9,99,0.4,6,103,104,.,100,99
CC(=O)Oc1ccc(/C=N/NC(=O)CCSc2ccccc2)cc1,97,0,0,91,-0.2,6,93,90,25,91,91
CCOc1ccc(C(=O)Nc2c(C(N)=O)oc3ccccc23)cc1,98,2,13,95,0.1,24,94,100,9,98,94
COc1ccc(-c2nc3ccccc3n2OC(C)C(=O)O)cc1 (centres undefined),103,2,18,98,0.9,7,103,97,-3,97,97
O=C(Nc1ccccc1N1CCOCC1)c1cccc(F)c1,103,4,5,97,0.8,13,100,98,.,98,97
COc1ccc2cnn(Cc3ccccc3)c(=O)c2c1OC,102,17,42,100,0.4,15,101,104,.,101,102
Cn1c(CNc2ccc(Cl)cc2)nnc1SCC#N,95,2,-1,96,0.7,7,101,102,-3,97,95
COc1ccc(C(=O)Nc2ccncc2)cc1OC,99,16,-16,96,1.4,33,101,97,10,97,98
Cc1ccnc(N/N=C/c2ccccc2)n1,95,0,16,100,-0.4,5,102,98,0,98,100
O=[N+]([O-])c1ccc2nnn(O)c2c1,96,7,37,98,1.4,6,100,98,2,93,96

# Compounds as they come. About 2.3% of those tested had a hit in this group.
